CRFR2-BP antag = antagonists of CRF-BP/CRF-R2 complex, primary screen, cell-based, HEK293, calcium dye fluorescence, uHTS; inhibition, % at 11.8 µM; 350,000 compounds, 0.59% hits; CRF-induced calcium fluorescence;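 active = inhibition of the ligand-induced calcium signal above about 50% at the single tested concentration, limit read from the data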
M4 PAM = human M4 muscarinic receptor positive allosteric modulators, primary screen, CHO-K1 cells, Fluo-8 calcium fluorescence | activation, % at 3 µM | 360,000 compounds, 0.4% hits | Muscarinic acetylcholine receptor M4 (Homo sapiens), P08173 | CHO-K1 hM4/Gqi5, ACh EC20; 0% = ACh EC20, 100% = maximal ACh;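 active = activation above its plate's cutoff, the mean activation of sample wells plus 3 SD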; note: some results filed as inactive read as strong as hits
Target sequence (P08173 whole entry, looked up): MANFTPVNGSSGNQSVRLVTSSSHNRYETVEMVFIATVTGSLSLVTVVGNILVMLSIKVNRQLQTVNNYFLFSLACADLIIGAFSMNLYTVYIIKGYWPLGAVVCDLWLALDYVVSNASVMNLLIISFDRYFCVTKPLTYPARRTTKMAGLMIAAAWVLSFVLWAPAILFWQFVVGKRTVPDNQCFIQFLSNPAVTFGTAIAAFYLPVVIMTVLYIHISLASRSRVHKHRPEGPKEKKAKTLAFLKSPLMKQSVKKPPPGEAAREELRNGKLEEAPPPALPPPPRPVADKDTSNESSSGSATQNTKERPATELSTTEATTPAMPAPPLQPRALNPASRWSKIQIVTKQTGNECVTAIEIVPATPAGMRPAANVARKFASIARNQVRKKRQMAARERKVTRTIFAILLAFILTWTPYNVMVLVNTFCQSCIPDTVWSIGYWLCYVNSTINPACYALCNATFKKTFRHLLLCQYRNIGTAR
CRFBP-R2 agonist = agonists of CRF-BP/CRF-R2 complex, primary screen, cell-based, HEK293, calcium dye fluorescence, uHTS; calcium dye fluorescence (FLIPR); percent of saturating CRF peptide response; activation, % at 13.2 µM; 350,000 compounds, 0.46% hits; AID 588473, 2011;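 active = activation of at least 50%, plus an integration ratio under a set limit after plate pattern correction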;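 note: plate controls were neutral control wells without compound for no effect and CRF at EC100 for full effect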
M5 antag = human M5 muscarinic receptor antagonists, primary screen, CHO cells, Fluo-8 calcium fluorescence; CHO-hM5 cells, ACh EC80; inhibition, % at 3 µM; 360,000 compounds, 0.59% hits; AID 624040, 2012;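 active = inhibition above a per-plate cutoff, the mean of that plate's test compounds plus 3 SD, cut at about 27% in these data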;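 note: 0% = acetylcholine EC80 with DMSO and 100% = DMSO without agonist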
CHRM5 agonist = human M5 muscarinic receptor agonists, primary screen, CHO-K1 cells, Fluo-8 calcium fluorescence | CHO-K1 hM5 cells; 0% DMSO wells, 100% maximal acetylcholine response | activation, % at 3 µM | 360,000 compounds, 0.19% hits | Muscarinic acetylcholine receptor M5 (Homo sapiens), P08912;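 active = activation above the run's mean over test compounds plus 3 SD, cut at about 23% in these data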;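 note: signal is peak over basal fluorescence ratio across the kinetic read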
M4 ag = human M4 muscarinic receptor agonists, primary screen, CHO-K1 cells, Fluo-8 calcium fluorescence. Muscarinic acetylcholine receptor M4 (Homo sapiens), P08173. CHO-K1 hM4/Gqi5; vehicle 0%, full acetylcholine response 100%. activation, % at 3 µM. 360,000 compounds, 0.14% hits;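 active = activation above the run mean over all test wells plus 3 SD, cut at about 32% in these data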;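 note: peak over basal fluorescence ratio per well then scaled between controls; 0% = DMSO wells and 100% = acetylcholine at EC100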
CHRM1 PAM = human M1 muscarinic receptor positive allosteric modulators, primary screen, CHO-K1 cells, Fluo-8 calcium fluorescence, 1536-well | Muscarinic acetylcholine receptor M1 (Homo sapiens), P11229 | CHO-K1 hM1, ACh EC20; 0% = ACh EC20, 100% = maximal ACh | activation, % at 3 µM | 360,000 compounds, 0.088% hits | AID 588819, 2011; in the data active = activation above about 19%, passing the limit was not always enough
Target sequence (P11229 whole entry, looked up): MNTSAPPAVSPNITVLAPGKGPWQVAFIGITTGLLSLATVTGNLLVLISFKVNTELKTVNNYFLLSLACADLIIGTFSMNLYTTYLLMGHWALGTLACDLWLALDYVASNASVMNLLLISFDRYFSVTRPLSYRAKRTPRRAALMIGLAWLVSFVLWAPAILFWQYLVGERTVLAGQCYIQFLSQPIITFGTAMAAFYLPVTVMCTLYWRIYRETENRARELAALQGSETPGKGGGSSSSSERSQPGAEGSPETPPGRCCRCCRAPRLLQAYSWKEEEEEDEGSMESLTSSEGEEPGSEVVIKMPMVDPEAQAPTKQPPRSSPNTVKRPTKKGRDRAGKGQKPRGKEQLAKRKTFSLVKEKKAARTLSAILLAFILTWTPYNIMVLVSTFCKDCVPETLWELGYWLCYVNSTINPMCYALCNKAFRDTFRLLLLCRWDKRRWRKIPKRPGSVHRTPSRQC
CHRM4 antagonist = human M4 muscarinic receptor antagonists, primary screen, CHO cells, Fluo-8 calcium fluorescence | Muscarinic acetylcholine receptor M4 (Homo sapiens), P08173 | CHO-hM4 cells, ACh EC80 | inhibition, % at 3 µM | 360,000 compounds, 0.73% hits | AID 624125, 2012;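 active = inhibition above its plate's cutoff, the mean inhibition of sample wells plus 3 SD, cut at about 27% in these data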;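 note: 0% = acetylcholine EC80 with DMSO and 100% = DMSO without agonist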
CHRM5 PAM = human M5 muscarinic receptor positive allosteric modulators, primary screen, CHO-K1 cells, Fluo-8 calcium fluorescence; Muscarinic acetylcholine receptor M5 (Homo sapiens), P08912; CHO-K1 hM5, ACh EC20 PAM; 0% = ACh EC20, 100% = ACh EC100; activation, % at 3 µM; 360,000 compounds, 0.3% hits; AID 624038, 2012;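 active = activation above the run cutoff, the mean activation of all test compounds plus 3 SD, cut at about 18% in these data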
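system = human M5 receptor in CHO-K1 cells | reagent = EC20 acetylcholine as agonist stimulus | compound dosing = single-point, 3 µM nominal | incubation = Fluo-8 loading 80 min at 37 °C plus 30 min room temperature | detection = Fluo-8 calcium dye fluorescence, kinetic read | benchmarks = low control EC20 acetylcholine (0%), high control EC100 acetylcholine (100%)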
Numbers without * were called inactive; . = no result given.

SMILES	CRFR2-BP antag	M4 PAM	CRFBP-R2 agonist	M5 antag	CHRM5 agonist	M4 ag	CHRM1 PAM	CHRM4 antagonist	CHRM5 PAM
CSc1nc2sc3c(c2c(=O)n1C)CCC(C)C3 (stereo not drawn)	-13	-4	1.1	-2	0	-1	-6	5	1
N#Cc1cc([N+](=O)[O-])ccc1NC(=O)COC(=O)C1CCC(=O)N1 (stereo not drawn)	-5	9	-1.1	15	-1	1	4	-2	0
CC(C)OC(=O)CC1C(=O)NCCN1C(=S)NC(=O)CCc1ccccc1 (stereo not drawn)	-3	-10	-1.1	-11	-2	0	8	8	5
CC1CN(CCCCOc2ccc(Cl)c3ccccc23)CC(C)O1 (stereo not drawn)	2	-4	-2.3	-5	-12	-1	-4	-7	2
Cc1ccccc1NCN1C(=O)C2CCC(C)(C1=O)C2(C)C (stereo not drawn)	1	-1	0.1	-8	2	1	7	-6	12
c1ccc(Cc2c(-c3ccco3)nc3c4ccccc4ccn23)cc1	.	-3	.	3	-2	-1	0	-8	-6
Cc1ccc(NC(=O)c2scc3c2CCCC3)cc1	-6	8	-0.4	10	-1	0	2	-5	-3
Cn1c(SCC(=O)N/N=C/c2ccc(O)c(O)c2)nc2ccccc21	7	-12	-0.1	-11	1	3	3	-1	-2
CC(=O)c1oc2ccccc2c1NC(=O)CCCN1C(=O)c2ccccc2C1=O	5	9	0.7	0	0	1	8	-17	-2
N/C(=N\OS(=O)(=O)c1ccccc1)c1ccncc1	-4	11	-0.5	-5	-2	1	5	-11	0
COc1ccc(CCNC(=O)[C@@H](NC(=O)N2CC(=O)Nc3ccccc32)C(C)C)cc1OC	4	6	-1.8	-2	-4	0	2	2	5
CCCOc1c(Br)cc(C2C3=C(CCCC3=O)N(CC)C3=C2C(=O)CCC3)cc1OC	46	8	0.7	-16	-1	2	8	-8	3
COc1ccc(CCN(C)C(=O)C2CCN(Cc3ccc(C)cc3)CC2)cc1OC	3	0	2.0	6	-4	0	5	5	-2
O=C(O)c1ccc(NN=Cc2cc(=O)[nH]c(=O)[nH]2)cc1	-17	3	0.1	9	-1	1	9	-1	0
Cc1ccc(S(=O)(=O)N2CC3C(=O)C[C@@H](c4ccccc4)N(S(=O)(=O)c4ccccc4Cl)C3CC2c2ccccc2)cc1 (stereo partly drawn)	.	2	.	-4	2	2	.	-7	0
CCn1c(SCC(=O)NCc2ccc3c(c2)OCO3)nnc1-c1ccco1	1	-1	-0.1	-2	-2	1	20	-5	7
Cc1ccc(S(=O)(=O)N2CCN(C(=O)COC(=O)CCOc3cc(C)ccc3C)CC2)c(C)c1	5	-6	2.5	12	6	19	-7	8	-20
CC(OCc1ccccc1)C(NC(=O)OC(C)(C)C)C(=O)NCC1CCCO1 (stereo not drawn)	17	-1	-0.2	-2	1	0	4	6	4
COc1ccc(-n2nc(C(=O)NCC(=O)Nc3cc(Cl)c(OC)cc3OC)c3ccccc3c2=O)cc1	3	6	0.8	11	0	1	14	-5	0
CC(=O)c1cc(C(=O)N2CCc3c([nH]c4ccccc34)C2C2CCCCC2)[nH]n1 (stereo not drawn)	-17	0	0.2	1	3	3	1	1	0
Cc1ccc(-c2cnc(NC(=O)CCC(=O)N(C)Cc3ccccc3)n2C)cc1	8	4	-0.8	-3	-13	4	7	-1	0
O=C(Oc1cccccc1=O)c1ccccc1	43	8	-2.1	7	-5	1	-1	-25	-3
COCCNC(=O)C(c1ccc(C)o1)N(C(=O)c1snc(C(N)=O)c1N)c1cc(C)cc(C)c1 (stereo not drawn)	-23	-3	-0.6	-4	4	2	4	-14	0
COc1cc2c(cc1OC)C(C(=O)N1CCCC1)C(c1ccccc1F)N(C)C2=O (stereo not drawn)	4	15	-1.7	-6	-1	1	5	-4	2
CCCCN1C(=O)C(=O)N(CC(=O)c2cc(C)n(C3CC3)c2C)C1=O	4	14	-0.7	10	4	7	6	1	-4
CN1CCCN(c2ccc([N+](=O)[O-])cc2)CC1	0	-6	-0.8	10	-7	0	-7	2	-4
Cc1ccc(S(=O)(=O)Nc2c(C)[nH]c(=O)[nH]c2=O)cc1C	6	6	4.6	-3	1	1	-7	-5	6
Cc1[nH]c(=O)[nH]c(=S)c1C(=O)Nc1ccc(Cl)c(Cl)c1	8	4	-1.3	5	4	0	18	-4	6
O=C(CN1CCN(S(=O)(=O)N2CCOCC2)CC1)Nc1cc(Cl)ccc1Cl	9	-2	-0.8	6	-1	1	5	4	-3
COc1cc(/C=N/NC(=O)c2ccc3c(c2)OCCO3)c(Br)c(Br)c1O	1	-4	-0.3	7	-5	7	-2	0	-5

An excerpt of these results, bar-delimited:
mol | CRFR2-BP antag | M4 PAM | CRFBP-R2 agonist | M5 antag | CHRM5 agonist | M4 ag | CHRM1 PAM | CHRM4 antagonist | CHRM5 PAM
CCCCN1C(=O)C(=O)N(CC(=O)c2cc(C)n(C3CC3)c2C)C1=O | 4 | 14 | -0.7 | 10 | 4 | 7 | 6 | 1 | -4
CN1CCCN(c2ccc([N+](=O)[O-])cc2)CC1 | 0 | -6 | -0.8 | 10 | -7 | 0 | -7 | 2 | -4

(continued)
SMILES	CRFR2-BP antag	M4 PAM	CRFBP-R2 agonist	M5 antag	CHRM5 agonist	M4 ag	CHRM1 PAM	CHRM4 antagonist	CHRM5 PAM
CCOc1ccc(S(=O)(=O)N2CCOCC2)cc1NC(=O)C1=COCCO1	-1	13	0.1	1	-3	2	6	-8	-4
CC1=C(C(=O)N2CCOCC2)CC(CC(=O)NCc2cccs2)C(=O)N1Cc1ccccc1 (stereo not drawn)	.	-4	.	-2	1	1	0	7	3
CCN(CC)C(=O)C1CCCN(C(=O)Nc2ccc(NC(=O)N3CCCC(C(=O)N(CC)CC)C3)cc2)C1 (stereo not drawn)	21	6	-0.7	-7	3	2	4	-3	-1
Cc1ccc(CN2CCNC(=O)C2CC(=O)NCC(F)(F)F)o1 (stereo not drawn)	-13	12	-0.8	27*	-4	1	7	-3	-13
CC(=O)N(CCS(=O)(=O)c1ccc(Cl)cc1)Cc1cccs1	-3	11	-1.7	9	3	2	12	11	-1
N#CC1=C(SCc2ccccc2)NC(=O)CC1c1ccccc1 (stereo not drawn)	-8	-2	-2.1	8	-7	2	11	11	2
CCc1nc2c(OCCOc3ccccc3)cccn2c1N(C)C(=O)c1ccccc1F	.	-5	.	7	-2	3	-4	7	-6
COc1cccc(C2=NOC(C(=O)NCCN3CCOCC3)C2)c1 (stereo not drawn)	-11	5	0.0	10	-3	1	3	5	0
CCOC(=O)CNC(=O)CSc1nc2sc(C)c(C)c2c(=O)n1C	23	6	-2.3	6	-1	0	10	6	-4
Cc1ccccc1/C=N/Nc1ccnc2cc(Cl)ccc12	-5	-1	-2.4	-1	-4	3	-10	-4	-4
COc1ccc(C(C)(O)c2nc(-c3cccc(NC(C)=O)c3)cs2)cc1 (stereo not drawn)	.	-2	.	3	3	6	-4	11	0
CC(C)(C)OC(=O)CNC(=O)c1[nH]cnc1C(=O)N[C@@H](Cc1ccccc1)C(=O)OCc1ccccc1	12	7	1.6	8	2	5	-3	-1	-11
O=C(COC(=O)c1cccs1)Nc1ccccc1C(F)(F)F	11	-1	-0.5	-5	3	1	5	9	8
COC(=O)c1ccc(Nc2c([N+](=O)[O-])ccc3nonc23)cc1	8	0	-1.4	14	-3	1	1	-1	-5
CN1C(=O)N(C)C2(C)CC1(C)N(C)C(=O)N2C	-5	-5	2.9	0	-1	0	3	-3	4
CC1CCCN(C(=O)CSc2n[nH]c(-c3cccs3)n2)C1 (stereo not drawn)	-1	7	0.6	5	-1	1	11	-5	1
COc1coc(/C=C/C(=O)O)cc1=O	11	15	-2.2	2	0	1	16	-12	3
Cc1ccc(OCC(=O)Nc2ccc3oc(=O)ccc3c2)cc1	15	4	-0.6	-6	-1	3	15	-15	0
COc1ccc(NC(=O)CCCNC(=O)c2ccc(Cl)cc2)cc1OC	-2	2	0.9	12	-3	1	10	4	0
Cc1cc([N+](=O)[O-])nn1CC(=O)NCc1ccccc1	6	2	0.6	3	0	0	6	-6	3

Part of the list above, limited to CHRM5 agonist, CRFBP-R2 agonist and CHRM4 antagonist:
Compound | CHRM5 agonist | CRFBP-R2 agonist | CHRM4 antagonist
O=C(O)c1ccc(NN=Cc2cc(=O)[nH]c(=O)[nH]2)cc1 | -1 | 0.1 | -1
Cc1ccc(S(=O)(=O)N2CC3C(=O)C[C@@H](c4ccccc4)N(S(=O)(=O)c4ccccc4Cl)C3CC2c2ccccc2)cc1 (stereo partly drawn) | 2 | . | -7
CCn1c(SCC(=O)NCc2ccc3c(c2)OCO3)nnc1-c1ccco1 | -2 | -0.1 | -5

Next results
SMILES	CRFR2-BP antag	M4 PAM	CRFBP-R2 agonist	M5 antag	CHRM5 agonist	M4 ag	CHRM1 PAM	CHRM4 antagonist	CHRM5 PAM
NS(=O)(=O)c1ccc(CCNC(=O)CN2CCN(c3ccccc3O)CC2)cc1	14	-3	6.2	-4	0	1	13	2	2
OC(CN1C2=NCCCN2c2ccccc21)c1ccc(Br)cc1 (stereo not drawn)	4	4	-0.4	3	-7	3	1	1	1
CC(C)Oc1ccccc1C1(c2ccccc2)NC(=O)NC1=O (stereo not drawn)	-1	-1	0.3	4	4	0	14	-15	7
Cc1nnc(SCC(=O)NC(=O)NC(C)(C)C)n1N	38	5	-1.7	0	-1	0	12	-6	1
O=c1ncn(C2CCCCC2)c(=O)[nH]1	9	7	3.6	14	-1	1	14	-4	7
CN(C)CCN1C(=O)C(=O)/C(=C(/O)c2ccccc2)C1c1ccccc1F (stereo not drawn)	7	-1	-0.5	3	-1	1	6	2	2
O=C(CN1CCN(S(=O)(=O)c2ccccc2F)CC1)NC1CCCC1	-8	5	-1.4	9	0	1	15	4	-2
CCOc1ccc(CN2CCCN(C)CC2)cc1	2	0	-1.8	13	-2	0	-10	6	-5
Cc1cc(OCC(=O)Nc2c(C)n(C)n(-c3ccccc3)c2=O)ccc1[N+](=O)[O-]	8	-7	0.2	16	-4	-1	-3	14	-2
Cc1ccc(NC(=O)NC(=O)CN2C(=O)NC3(CCCCCCC3)C2=O)c(C)c1	-13	6	0.5	-2	-3	0	4	1	-4
CC1CCc2sc(C(=O)NC3CCCCC3)cc2C1 (stereo not drawn)	1	7	-0.3	-5	-1	-1	13	-9	3
O=C(COC(=O)c1cnccn1)Nc1ccc(Cl)cn1	5	2	-0.4	3	3	1	12	-9	3
CC1CCN(c2ccc([N+](=O)[O-])cn2)CC1	48	-3	-3.6	-3	-4	-2	-2	2	0
O=C(COC(=O)c1cc(=O)[nH]c2ccccc12)NCc1ccc(Cl)cc1	-9	9	-0.3	6	3	1	7	-4	6
Cc1ccccc1C(=O)Oc1cccc2c(O)cccc12	23	-2	0.1	15	-7	1	-3	6	-6
Cc1nnc(C)n1/N=C/c1ccccn1	-3	3	1.5	-5	-1	0	4	-2	1
O=C1CN(C(=O)COC(=O)Cc2ccccc2F)c2ccccc2N1	0	-4	-1.3	0	0	2	11	-2	3

Compound activity deposited in PubChem BioAssay by several laboratories.
